# Compound activity deposited in PubChem BioAssay by several laboratories.
# HPDE-C7 viability: HPDE-C7 pancreatic duct cell viability loss – fluorescence, HTS (AID 430) | 63,000 tested, 1.8% active | one-dose cytotoxicity, % at 10 µM; EC50 in µM for titrated hits | HPDE-C7 pancreatic duct cells viability, fluorescence; higher % means a stronger effect;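 also: cells exposed to compound for 48 hours before viability readout; 0% = vehicle and 100% = reference cytotoxic drug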
# LYP inhibition: inhibition of human PTPN22 tyrosine phosphatase – biochemical, DiFMUP fluorescence, recombinant catalytic domain, 10 µM, primary screen (AID 606); one-dose inhibition, % at 10 µM; IC50 in µM for titrated hits; recombinant LYP catalytic domain, DiFMUP fluorescence; higher % means a stronger effect; 52,000 tested, under 10 active;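 active = IC50 under 40 µM in the dose-response test; inactive = IC50 of 40 µM or more, or never dose-tested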
# Bfl-1 displacement: displacement of Bid BH3 peptide from Bfl-1 – biochemical, fluorescence polarization, FITC-Bid, mouse, primary screen (AID 432). FITC-Bid BH3 peptide fluorescence polarization displacement; higher % means a stronger effect. 64,000 tested, 0.02% active. displacement, % at 20 µM, or IC50 in µM where a hit was titrated; in the data active = a potency from the dose series; inactive = the rest, 99 in 100 with displacement below about 15%; also: strong numbers were not always called active
# TNAP inhibition: human TNAP enzyme inhibitors, biochemical, luminescent (AID 518); purified TNAP enzyme, luminescent substrate readout; higher % means a stronger effect; inhibition, % at 20 µM, or IC50 in µM where a hit was titrated; 64,000 tested, 0.09% active; in the data active = a potency from the dose series; inactive = the rest, 99 in 100 with inhibition below about 22%;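 also: plate controls were vehicle for no effect and reference inhibitor for full effect; many of its hits are not listed in these tables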
# DPM-DC inhibit: blocks S. pneumoniae diphosphomevalonate decarboxylase | purified DPM-DC, PK/LDH coupled NADH fluorescence | calls only at 10 µM | 65,000 tested, 0.49% active;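 active = the 320 compounds with the highest percent inhibition in the single-dose primary screen, excluding strongly autofluorescent ones, cut at about 32% in these data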;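 also: kinetic rate of NADH fluorescence loss reporting ADP formed by the decarboxylase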
# Spn MK inh: blocks S. pneumoniae mevalonate kinase. purified MK, PK/LDH-coupled NADH absorbance 340 nm. 65,000 tested, 0.48% active. inhibition, % at 10 µM;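 active = ranked among the strongest by inhibition in the single 10 µM screen, a fixed top-ranked set picked for dose follow-up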; also: no value below 0 was filed
# HT1080 viability: cytotoxicity in HT1080 fibrosarcoma cells, cell-based, fluorescence readout (AID 620); HT1080 viability, fluorescence; higher % means a stronger effect; 87,000 tested, 0.42% active; one-dose cytotoxicity, % at 10 µM; EC50 in µM for titrated hits;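 also: cells exposed to compound overnight then 4 h with Alamar Blue; 0% = vehicle DMSO and 100% = killing control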
# HPDE-C7K KRASV12: viability loss of HPDE-C7K cells – cell-based, fluorescence, HTS, primary screen (AID 431). HPDE-C7K KRASV12 cells, Alamar Blue viability, 48 h; higher % means a stronger effect. one-dose cytotoxicity, % at 10 µM; EC50 in µM for titrated hits. 63,000 tested, 1.7% active;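 active = compounds whose percent cytotoxicity in the single-dose primary screen, scaled between solvent and toxic-drug controls, exceeds 50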;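 also: 0% = DMSO solvent wells and 100% = doxorubicin-treated wells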
# PMK inhibit: S. pneumoniae PMK inhibition. purified PMK, PK/LDH-coupled NADH absorbance 340 nm. inhibition, % at 10 µM. 65,000 tested, 0.49% active;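 active = top-ranked compounds by inhibition in the single 10 µM screen, taking a fixed number of the strongest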;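 also: 0% = full reaction with DMSO carrier and 100% = background rate without enzyme reaction; no value below 0 was filed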
# PMK inhibit pilot replicates: further read-out of PMK inhibit, marked with its call; inhibition, %; measured here: pilot screen replicates
# Spn MK inh pilot replicates: also measured in Spn MK inh; calls as there; inhibition, %; measured here: pilot screen replicates
# DPM-DC inhibit pilot screen %: second read-out of DPM-DC inhibit, no call of its own (marks repeat the call); inhibition, %; measured here: pilot screen trials
# * hit, by the source's call; i = inactive; nt = not tested or not shown; + = active, no number. Rule as the data show it, unless noted: active = cytotoxicity above about 50%; inactive = the rest.
SMILES,HPDE-C7 viability,LYP inhibition,Bfl-1 displacement,TNAP inhibition,DPM-DC inhibit,Spn MK inh,HT1080 viability,HPDE-C7K KRASV12,PMK inhibit,others
Cc1nc(/N=C(\N)Nc2ccccc2)nc2ccccc12,27%,nt,3%,12%,i,1,-3%,-6%,0,PMK inhibit pilot replicates=0.0;Spn MK inh pilot replicates=0.0;DPM-DC inhibit pilot screen %=0.0
Cn1c(=O)n(C)c2cc(C(=O)c3ccccc3)ccc21,9%,1%,-1%,15%,i,9,4%,26%,0,
CCCOc1ccc(N2CC(C(=O)NC(C)C)CC2=O)cc1 (stereo not drawn),5%,7%,-3%,-2%,i,2,2%,1%,16,
COC(C(=O)Nc1cccc(F)c1)c1ccccc1 (stereo not drawn),-8%,-2%,-2%,13%,i,9,2%,-13%,4,
CC(=O)Nc1ccc(SCC(=O)OCC(=O)NC(=O)NCc2ccco2)cc1,-7%,3%,1%,8%,i,0,-7%,1%,21,
CCCCC[C@H](O)/C=C/[C@@H]1[C@@H](CCCCCCC(=O)O)[C@@H](O)C[C@H]1O,-8%,19%,-1%,12%,i,12,-6%,6%,5,PMK inhibit pilot replicates=1.5;Spn MK inh pilot replicates=0.0;DPM-DC inhibit pilot screen %=0.0
CC(C)c1nc(=S)n(-c2ccccc2)[nH]1,-4%,12%,-5%,1%,i,44*,-4%,3%,14,
CCc1ccc2oc(-c3cc(N)cc(C)c3O)nc2c1,28%,6%,-1%,-2%,i,0,17%,39%,0,
COc1ccccc1C(=O)OCn1nnc2ccccc2c1=O,4%,nt,-6%,13%,i,5,nt,-2%,3,PMK inhibit pilot replicates=5.5;Spn MK inh pilot replicates=2.0;DPM-DC inhibit pilot screen %=0.0
CCn1c(=NC(=O)CSC(C)=O)sc2ccccc21,-1%,-4%,-4%,18%,i,4,nt,3%,9,
O=S(=O)(c1cccc(C(F)(F)F)c1)N1CCC(O)(c2cccnc2)CC1,0%,-14%,-6%,5%,i,7,-1%,0%,13,
CC(=O)N(CN1C(=O)c2ccccc2C1=O)c1cccc(C)c1,-15%,nt,3%,7%,i,7,14%,-5%,7,
CN1CCN(C2=C(Cl)C(=O)N(c3ccc(Cl)c(Cl)c3)C2=O)CC1,10%,-7%,0.65µM*,-7%,i,8,-1%,11%,1,
CN1CCCN(C(=O)c2cc(=O)[nH]c3ccccc23)c2nc3ccccc3nc21,6%,10%,-4%,6%,i,6,4%,-2%,11,PMK inhibit pilot replicates=6.5;Spn MK inh pilot replicates=0.0;DPM-DC inhibit pilot screen %=3.0
Cc1ccc(OCCn2c(C)c(/C=N/n3cnnc3)c3ccccc32)cc1,41%,nt,-1%,3%,+,9,-4%,42%,0,
CN1C(=O)N(C)C2CC1N(C)C(=O)N2C,0%,1%,-4%,5%,i,0,nt,12%,0,
O=C(Oc1ccc2ccc(OC(=O)N3CCOCC3)cc2c1)N1CCOCC1,-10%,2%,-2%,5%,i,5,2%,-19%,0,PMK inhibit pilot replicates=1.5;Spn MK inh pilot replicates=0.0;DPM-DC inhibit pilot screen %=0.0
CCOC(=O)c1c(-c2ccc(OC)cc2)nc2nonc2c1N,nt,-6%,-8%,-3%,i,0,11%,nt,0,
CC(C)C(c1nnnn1Cc1ccccc1)N(CCCO)Cc1cc2cc3c(cc2[nH]c1=O)OCO3 (stereo not drawn),-3%,nt,3%,7%,i,5,2%,-9%,0,
CCC(C)c1ccc(O)c(N)c1 (stereo not drawn),-5%,nt,-3%,8%,i,4,-6%,-6%,4,

# The closing 4 entries of the part before come first, to join the parts.
SMILES,HPDE-C7 viability,LYP inhibition,Bfl-1 displacement,TNAP inhibition,DPM-DC inhibit,Spn MK inh,HT1080 viability,HPDE-C7K KRASV12,PMK inhibit,others
O=C(Oc1ccc2ccc(OC(=O)N3CCOCC3)cc2c1)N1CCOCC1,-10%,2%,-2%,5%,i,5,2%,-19%,0,PMK inhibit pilot replicates=1.5;Spn MK inh pilot replicates=0.0;DPM-DC inhibit pilot screen %=0.0
CCOC(=O)c1c(-c2ccc(OC)cc2)nc2nonc2c1N,nt,-6%,-8%,-3%,i,0,11%,nt,0,
CC(C)C(c1nnnn1Cc1ccccc1)N(CCCO)Cc1cc2cc3c(cc2[nH]c1=O)OCO3 (stereo not drawn),-3%,nt,3%,7%,i,5,2%,-9%,0,
CCC(C)c1ccc(O)c(N)c1 (stereo not drawn),-5%,nt,-3%,8%,i,4,-6%,-6%,4,
COc1ccc(OC)c(C(c2nnnn2C(C)(C)C)N2CCc3ccccc3C2)c1 (stereo not drawn),-19%,-1%,-5%,2%,i,8,-5%,-10%,3,
CCOc1ccc(CCNC(=O)C(CC)n2nc(C)n3c(cc4sccc43)c2=O)cc1OCC (stereo not drawn),-1%,15%,0%,-2%,i,10,1%,-7%,6,
Cc1nc2ccc(NC(=O)NCc3ccco3)cc2s1,-18%,8%,-7%,23%,i,5,1%,0%,9,PMK inhibit pilot replicates=0.5;Spn MK inh pilot replicates=0.0;DPM-DC inhibit pilot screen %=2.5
Cc1ccc(C(=O)CSc2n[nH]c(C)n2)cc1,6%,1%,-4%,3%,i,0,-3%,10%,0,
CN(C)CCNC(=O)c1cc2c(=O)n(C)c3ccccc3c2n1C,3%,5%,0%,7%,i,4,4%,-7%,0,
O=C(c1ccco1)N1CCN(c2nc(C3CC3)nc3sc4c(c23)CCCC4)CC1,54%*,nt,4%,10%,i,10,-6%,51%*,5,
O=C(Cn1cnc2c(nnn2Cc2ccccc2)c1=O)c1ccccc1,-3%,-12%,8%,9%,i,1,3%,11%,1,
O=C(O)CCc1ccc(-c2ccccc2)o1,-2%,11%,-7%,6%,i,0,-7%,-5%,3,
NC(=O)C1CCCN(C(=O)c2ccc(Cl)cc2)C1 (stereo not drawn),1%,8%,-4%,8%,i,3,9%,-3%,2,
Cc1cc(NC(=O)COC(=O)C(Cc2ccccc2)NC(=O)c2ccco2)no1 (stereo not drawn),2%,nt,-2%,3%,i,0,3%,-5%,9,
COc1ccc2c(c1)c1c3n2CCN(C)C3=NCC1,3%,2%,0%,12%,i,8,-6%,4%,5,
Cc1nn(C)c(C)c1NS(=O)(=O)c1ccccc1,-4%,-2%,-3%,7%,i,2,6%,2%,2,
Nc1ccccc1NC(=O)c1ccccc1,-1%,5%,-6%,6%,i,2,-7%,6%,9,
Cc1csc(NC(=O)CSc2nnc(C)s2)n1,-6%,20%,2%,9%,i,7,-1%,-2%,4,
Cc1cccc(N(C(=O)CCC(=O)Nc2cc(C)on2)C(C(=O)NC2CCCC2)c2ccncc2)c1 (stereo not drawn),3%,nt,-1%,6%,i,2,4%,1%,2,
COc1ccc(-n2c(SCc3nnc(-c4ccccc4)o3)nnc2-c2ccccc2)cc1,-6%,6%,-3%,10%,i,2,nt,-1%,26*,
OCCN(Cc1ccccc1)Cc1ccc(F)c(F)c1,-2%,nt,-2%,7%,i,35,-10%,8%,5,
COc1ccc(N2CCN(CCNC(=O)c3c(C)cc(=O)oc3C)CC2)cc1,-4%,15%,-5%,3%,i,4,-1%,-3%,12,
Cc1cc(C)c2c(=O)[nH]n(C3CC(C)N(C)CC3C)c2n1 (stereo not drawn),-7%,0%,-5%,10%,i,12,25%,7%,15,
C=CCSc1nc2c(cnn2-c2ccc(C)c(C)c2)c(=O)[nH]1,6%,6%,-9%,11%,i,6,2%,12%,1,
CC(=O)Nc1c(C(=O)N2CCOCC2)sc2nc3c(cc12)COC(C)(C)C3,-3%,5%,2%,3%,i,3,10%,1%,8,
O=C(CSCc1ccccn1)Nc1ccccc1,-9%,2%,1%,15%,i,0,1%,0%,10,PMK inhibit pilot replicates=6.0;Spn MK inh pilot replicates=3.0;DPM-DC inhibit pilot screen %=1.5
Cn1c(=O)c2c(SCc3ccccc3)nc(-c3ccco3)nc2n(C)c1=O,8%,15%,2%,9%,i,2,-1%,3%,4,
CCOc1ccc(N(CC(=O)NC2CCCC2)C(=O)CCC(=O)Nc2ccccn2)cc1,-12%,2%,-2%,5%,i,5,13%,-8%,10,
Cc1noc(C)c1S(=O)(=O)N1CCCC(C(=O)N2CCN(C3CCCCC3)CC2)C1 (stereo not drawn),26%,-1%,-2%,9%,i,0,-8%,8%,9,
CCN(CC)C(=O)CSc1ncnc2c1nnn2-c1ccc(OC)cc1,-17%,9%,-2%,11%,i,7,6%,-10%,12,
CCOC(=O)c1ccc(NC(=O)C(C)N2C(=O)c3ccccc3C2=O)cc1 (stereo not drawn),6%,8%,2%,9%,i,8,1%,1%,5,
O=C1CN(S(=O)(=O)c2ccccc2)CC(=O)N1CCc1ccccc1,10%,nt,24%,-5%,i,1,-5%,5%,0,
CCOc1ccc(NC(=O)C2C3C=CC4(CN(C(C(=O)OC)C(C)C)C(=O)C24)O3)cc1 (stereo not drawn),-4%,8%,9%,4%,i,5,7%,6%,5,
CS(=O)(=O)c1ccc(-c2nn[nH]n2)cc1,-10%,8%,-1%,10%,i,8,-1%,-10%,18,
CS(=O)CSc1nc2c(cc1C#N)CCCC2 (stereo not drawn),-13%,-2%,-3%,4%,i,5,-1%,-5%,9,
Cc1ccc(C(c2sc3ncnn3c2O)N2CCCCC2)cc1 (stereo not drawn),-20%,5%,0%,5%,i,6,3%,-11%,16,
O=C(CN(CC1CCCO1)C(=O)CCC(=O)Nc1nccs1)NCC1CCCO1 (stereo not drawn),8%,8%,-2%,10%,i,0,3%,-2%,16,
O=C(NC1(O)C(=O)c2ccccc2C1=O)c1ccccc1,1%,nt,4%,2%,i,nt,1%,-2%,6,
COc1cc(OC)cc(C(=O)NCCn2ccc3ccccc32)c1,-9%,12%,1%,10%,i,6,3%,-5%,13,
Cc1cc(C(=O)CSc2nnc(-c3cccs3)n2Cc2ccccc2)c(C)n1C,3%,40%,2%,2%,i,0,5%,-3%,9,
CC(=O)c1nnn(-c2nc(N3CCCC3)nc(N(c3ccccc3)c3ccccc3)n2)c1C,-28%,nt,-2%,11%,i,9,4%,-28%,12,PMK inhibit pilot replicates=2.5;Spn MK inh pilot replicates=1.0;DPM-DC inhibit pilot screen %=0.0
Cc1noc(C)c1S(=O)(=O)N1CCC(C(=O)Nc2ccc(OC(F)(F)F)cc2)CC1,-22%,10%,5%,-6%,i,0,nt,-22%,3,
CCOc1ccccc1C(=O)Nc1ccccc1C(N)=O,1%,0%,3%,8%,i,16,-4%,1%,4,
CCN1CCN(c2ncc(C(=O)N3CCN(c4ccccc4OC)CC3)c3ccccc23)CC1,-30%,9%,-2%,5%,i,10,1%,4%,16,PMK inhibit pilot replicates=0.5;Spn MK inh pilot replicates=0.0;DPM-DC inhibit pilot screen %=0.0
Nc1nc2n(n1)C(c1c(F)cccc1Cl)CC(c1ccc(F)cc1)N2 (stereo not drawn),6%,-12%,-9%,12%,i,2,7%,-3%,0,PMK inhibit pilot replicates=1.0;Spn MK inh pilot replicates=2.0;DPM-DC inhibit pilot screen %=0.0
Cc1nn(C)cc1CN(C)C(=O)c1sc2cccc(Cl)c2c1Cl,13%,8%,-3%,4%,i,7,8%,14%,12,
